Yeast eIF2B – GCN4-lacZ reporter reduction in eIF2B-epsilon mutant yeast, primary screen, S. cerevisiae, eIF2B-epsilon R284H, Beta-Glo luminescence; inhibition, % at 25 µM (by protocol); 27,000 compounds, 0.91% hits;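 active = mutant luminescence inhibited past about 50% while wild type luminescence and mutant growth stay under set limits, limit read from the data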; note: some compounds called inactive have numbers as strong as hits
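Material – yeast eIF2B-epsilon R284H mutant carrying GCN4–beta-galactosidase fusion · Medium – YPD yeast growth medium · Compound – one concentration, 25 µM, 0.25% DMSO · Times – 16 h at 30 °C exposure · Signal – Beta-Glo luminescence plus absorbance at 595 nm · Read-out – % inhibition of reporter signal and growth versus controls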
Yeast growth tox – yeast growth toxicity, wild-type and mutant, primary screen, cytotoxicity control for eIF2B function restoration project, wild-type and eIF2Bepsilon R284H mutant, A595; S. cerevisiae wild-type growth, A595 turbidity, 16 h; growth inhibition, % at 25 µM (by protocol); 30,000 compounds, 0.3% hits; AID 685, 2007;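 active = mutant and wild-type yeast strains alike exhibit over 30% growth inhibition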;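 note: 0% = untreated cell controls and 100% = YPD media blanks without cells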
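Incubation: 16 h growth with compound, 30 °C; Material: S. cerevisiae wild-type or eIF2Bepsilon-R284H mutant strain; Signal: turbidity measured as absorbance at 595 nm; Medium: YPD yeast growth medium; Measure: growth inhibition (%) versus cell controls and blanks; Doses: 25 µM single dose.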
Yeast growth tox inhibition % – second read-out of Yeast growth tox, no call of its own (marks repeat the call); growth inhibition, %; S. cerevisiae eIF2Bepsilon-R284H mutant growth, A595 turbidity, 16 h;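 each compound tested once at 25 µM; 0% equals untreated cells and 100% equals cell-free medium blanks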
Yeast eIF2B mutant toxicity – also measured in Yeast eIF2B; calls as there; growth inhibition, %; measured here: mutant yeast growth, toxicity;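 each compound tested once at 25 µM; zero equals untreated control growth and 100 equals blank medium absorbance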
* marks the source's active call; other numbers are inactive results; / = not tested or not shown. Only part of the results is shown; the hit share may differ from the screen's.

SMILES | Yeast eIF2B | Yeast eIF2B mutant toxicity | Yeast growth tox | Yeast growth tox inhibition %
Cc1nnc(SCC(=O)Nc2cccc(C(F)(F)F)c2)n1Cc1ccco1 | 9.1 | -17.9 | 15.3 | -17.9
O=C(COc1ccc(Cl)cc1)Nc1ccccc1N1CCOCC1 | -8.6 | -3.5 | -19.0 | -3.5
COc1ccc(OCC(=O)N2CCN(C(=O)c3cccc(F)c3)CC2)cc1 | 23.3 | 2.8 | 20.4 | 2.8
COc1ccc(NC(=O)NCCCN2CCCC2=O)c(OC)c1 | / | / | 28.1 | 19.6
CC(=O)c1c(C(C)=O)c(C)n(-c2nc(-c3ccc(Br)cc3)c(C)s2)c1C | / | / | 3.9 | 5.0
OC(c1ccccc1)C1CN(Cc2ccccc2)CCC1(O)c1ccccc1 (stereo not drawn) | 17.5 | 3.3 | -9.3 | 3.3
O=C1C2C3C=CC(C3)C2C(=O)N1c1ncn[nH]1 (stereo not drawn) | 12.4 | -5.2 | -5.0 | -5.2
N#Cc1cc2c(nc1SCc1cccnc1)CCCCC2 | 26.5 | / | / | /
Cc1ccc(CNC(=O)C2CC(=O)N(c3ccc(OCC(=O)N4CCCC4)cc3)C2)cc1 (stereo not drawn) | 23.3 | -4.3 | 1.5 | -4.3
O=c1oc(/C=C/c2ccccc2)nc2sc3c(c12)CCC3 | 19.1 | 6.4 | -0.4 | 6.4
O=C1c2ccccc2NC2(CCCC2)N1O | / | / | 16.5 | 5.1
CCNC(=O)COC(=O)c1cc(-c2ccc(OC)cc2)nc2ccccc12 | / | / | 17.5 | 13.0
CC1=C(C(=O)OCC(C)C)C(c2ccc(F)cc2)NC(=O)N1 (stereo not drawn) | 5.9 | 10.5 | -10.3 | 10.5
Cc1ccc(S(=O)(=O)N(Cc2cc3cc4c(cc3[nH]c2=O)OCCO4)CC2CCCO2)cc1 (stereo not drawn) | 9.2 | -8.0 | -36.8 | -8.0
CCOc1cc2c(cc1OCC)C(C(=O)O)C(c1cc(Br)c(O)c(OC)c1)N(C)C2=O (stereo not drawn) | -0.4 | -15.0 | -0.5 | -15.0
O=C1CCCN1c1cc(Cl)ccc1Cl | 17.4 | 7.1 | -16.6 | 7.1
Cc1cc(NC(=O)CCC(=O)N(CC(=O)NC2CCCC2)Cc2ccco2)no1 | 16.2 | 25.7 | 41.1 | 25.7
CCc1ccc(C(=O)Nc2ccc(S(=O)(=O)Nc3nc(C)cc(C)n3)cc2)o1 | 10.5 | -12.1 | 10.7 | -12.1
O=C(CN1C(=O)NC2(CCCc3ccccc32)C1=O)N1CCN(C(=O)c2ccco2)CC1 (stereo not drawn) | 15.6 | -14.3 | 18.4 | -14.3
COc1ccccc1-c1cc(C(=O)NCc2ccc(Cl)cc2)no1 | 31.6 | -17.3 | -28.3 | -17.3
COc1ccc(Cc2nnc3c4cnn(C)c4ncn23)cc1 | -16.0 | / | / | /
CCn1c(=O)cc(SCC(=O)NCc2ccc(C)o2)c2ccccc21 | 12.4 | 18.9 | 10.4 | 18.9
Cc1ccc(C(=O)C(C)OC(=O)C2CC(=O)N(C3CCCCC3)C2)cc1 (stereo not drawn) | 13.7 | 4.8 | -3.8 | 4.8
CC12CN3CC(C)(CN(C1)C3c1cc3ccccc3[nH]1)C2=O (stereo not drawn) | / | / | 1.4 | -3.3
COC(=O)c1ccc(NS(=O)(=O)N(C)C)cc1 | 60.4* | / | -7.1 | 11.5
New compounds follow:
SMILES | Yeast eIF2B | Yeast eIF2B mutant toxicity | Yeast growth tox | Yeast growth tox inhibition %
CCc1ccc(Nc2ncc3c(n2)CC(c2ccc(OC)cc2)CC3=O)cc1 (stereo not drawn) | -16.9 | 10.0 | 1.4 | 10.0
O=C(OCc1cc2ccccc2[nH]c1=O)c1ccccc1 | 13.0 | 15.4 | 5.4 | 15.4
O=C(CSc1nnc(CNc2ccc(Cl)cc2)o1)Nc1nc2c(s1)CCCC2 | 27.1 | 9.1 | -4.1 | 9.1
N=c1c2c(-c3ccccc3)c(-c3ccccc3)n(Cc3ccccc3)c2ncn1CCCn1ccnc1 | -30.8 | 14.3 | 8.2 | 14.3
NS(=O)(=O)c1ccc(NC(=O)CN2CCCCC2)cc1 | 22.3 | 3.5 | 11.5 | 3.5
CC(C)(C(N)=O)N1CCN(c2ncc(C(F)(F)F)cc2Cl)CC1 | 27.9 | 6.1 | -7.4 | 6.1
COc1ccc(N2CCN(c3oc(-c4ccco4)nc3C#N)CC2)cc1 | 26.9 | 14.6 | -2.4 | 14.6
CCOC(=O)Nc1sc(NS(=O)(=O)c2ccc(C)cc2)nc1C | / | / | 29.3 | 2.6
CC(CCc1ccccc1)NC(=O)C1CCCN(C(=O)c2cc3sccc3n2C)C1 (stereo not drawn) | 16.2 | 12.0 | 14.5 | 12.0
COc1cc(C)nc(N(C)S(=O)(=O)c2ccccc2Cl)n1 | -12.2 | 12.5 | 7.5 | 12.5
COc1ccc(CN2CN=C(Nc3nc4ccccc4s3)NC2)cc1 | 3.0 | -9.5 | 6.5 | -9.5
COc1ccc(N2CCCn3c2nc2c3c(=O)n(Cc3ccccc3F)c(=O)n2C)c(OC)c1 | 27.1 | 3.9 | 2.2 | 3.9
CN(CCOC(=O)C1c2ccccc2Oc2ccccc21)C(C)(C)C | -0.5 | -35.0 | -45.7 | -35.0
CC(C)=CCCC1=CCC2C(=O)NNC(=O)C2C1 (stereo not drawn) | 21.9 | 19.2 | 16.4 | 19.2
CC1CCCC(C(=O)O)N1C(=O)CCS (stereo not drawn) | -5.0 | 8.3 | 13.5 | 8.3
Cc1ccc(CCN2CC(C(=O)NCCN3CCOCC3)CC2=O)cc1 (stereo not drawn) | 32.4 | 16.1 | 5.3 | 16.1
CCCNC(=O)CC1Sc2ccccc2NC1=O (stereo not drawn) | 19.6 | / | 24.6 | 0.0
CSc1nc(-c2ccco2)cc(-c2ccccc2)c1C#N | -1.4 | 31.8 | -14.4 | 31.8
CCNc1nc(Oc2ccc(C(=O)OC)cc2)nc(SC)n1 | 12.2 | 2.4 | 0.8 | 2.4
O=C(Nc1sc2c(c1C(=O)NCc1cccnc1)CCCC2)c1ccco1 | -13.8 | -6.7 | -18.1 | -6.7
CCc1ccc(CNc2ccc(O)cc2)cc1 | 6.7 | -18.2 | -1.6 | -18.2
O=C1OC(c2ccccc2)C2(CCCC2)C(=O)C12CCCC2 (stereo not drawn) | / | / | 0.7 | 13.2
CCOc1ccc(-n2ccnc2SCC(=O)Nc2nnc(CC)s2)cc1 | -0.5 | 11.3 | -3.0 | 11.3
O=C(NCCCn1ccnc1)c1ccc(S(=O)(=O)N2CCCCCC2)cc1 | 6.0 | -2.5 | -0.4 | -2.5
COC(=O)CN(c1ccc2c(c1)OCCO2)S(=O)(=O)c1ccccc1 | -1.9 | 9.7 | 8.3 | 9.7

5 structures out of the list, sorted by formula weight, descending.
SMILES | Yeast eIF2B | Yeast eIF2B mutant toxicity | Yeast growth tox | Yeast growth tox inhibition %
O=C(Nc1sc2c(c1C(=O)NCc1cccnc1)CCCC2)c1ccco1 | -13.8 | -6.7 | -18.1 | -6.7
CCOC(=O)Nc1sc(NS(=O)(=O)c2ccc(C)cc2)nc1C | / | / | 29.3 | 2.6
CC(C)(C(N)=O)N1CCN(c2ncc(C(F)(F)F)cc2Cl)CC1 | 27.9 | 6.1 | -7.4 | 6.1
COc1ccc(N2CCN(c3oc(-c4ccco4)nc3C#N)CC2)cc1 | 26.9 | 14.6 | -2.4 | 14.6
CCNc1nc(Oc2ccc(C(=O)OC)cc2)nc(SC)n1 | 12.2 | 2.4 | 0.8 | 2.4

(next part)
SMILES | Yeast eIF2B | Yeast eIF2B mutant toxicity | Yeast growth tox | Yeast growth tox inhibition %
Clc1ccc(OCCn2cnc3ccccc32)c(Cl)c1 | 13.2 | 34.5 | 24.9 | 34.5
O=C(Nc1ccc2nc(-c3ccc(Br)o3)[nH]c2c1)c1ccco1 | 13.4 | 10.3 | 12.1 | 10.3
CCOC(=O)c1ccc(COC(=O)CCc2nc3ccccc3[nH]c2=O)o1 | 13.4 | -4.5 | -13.8 | -4.5
CC(C)(C)NC(=O)NC(=O)CSc1nnc(-c2ccccc2F)n1N | / | / | -16.4 | 6.5
COc1ccc(NS(=O)(=O)c2ccc3oc(Nc4ccc5c(c4)OCCO5)nc3c2)cc1 | 16.0 | / | 5.7 | 0.0
CC12CC(c3ccccc3O1)N(C(=O)c1ccco1)C(=S)N2c1ccccc1 (stereo not drawn) | / | / | 13.8 | -2.5
CCOC(=O)CSc1nnc(-c2ccoc2C)n1-c1ccc(C)cc1 | / | / | 0.2 | -22.6
COC(=O)C(NC(=O)c1ccc(Cl)cc1)(Nc1nc(C)cs1)C(F)(F)F (stereo not drawn) | 16.8 | -28.6 | 30.5 | -28.6
O=C(COc1ccccc1Cl)Nc1nc(-c2cccs2)cs1 | -14.4 | 9.5 | -26.7 | 9.5
COc1ccccc1-c1cc(C(=O)NCc2cccs2)no1 | 14.7 | -5.0 | -24.2 | -5.0
COC(=O)c1ccc(S(=O)(=O)N2CCCCC2)o1 | -20.1 | 13.5 | 17.7 | 13.5
Cc1ccc(OCn2c(=O)sc3ccccc32)cc1 | 0.9 | / | / | /
Nc1ccc2nc(-c3ccc(N)c(Cl)c3)[nH]c2c1 | 9.8 | / | / | /
Cn1c(SCC(=O)N2CCN(S(=O)(=O)c3ccccc3)CC2)nc2ccccc21 | / | / | 33.2 | 10.9
COc1ccccc1N1CCN(C(=O)CN(c2cc(C)cc(C)c2)S(C)(=O)=O)CC1 | 16.8 | 29.6 | 5.7 | 29.6
COc1ccc(-c2cc(C(=O)N3CCN(c4ccccn4)CC3)c3ccccc3n2)cc1 | 20.5 | -11.1 | 5.3 | -11.1
Cc1cccc(NC(=O)CN2CCCN(S(=O)(=O)c3ccc(Br)s3)CC2)c1 | 33.3 | -20.8 | 4.0 | -20.8
CCCCC(=O)Nc1ccc(NC(=O)c2cccs2)cn1 | / | / | 22.1 | 0.0
COc1ccc(N/C(=C(/C(Cl)=C(Cl)Cl)[N+](=O)[O-])n2nnc3ccccc32)cc1OC | 6.6 | 5.9 | -5.4 | 5.9
COc1ccc(OCc2nn3c(-c4ccco4)nnc3s2)cc1 | 17.2 | 18.5 | 9.1 | 18.5
O=C(CSc1nc2ccccc2[nH]1)N1CCN(S(=O)(=O)c2ccc(Cl)cc2)CC1 | / | / | 8.1 | 28.3
CCn1c(=S)[nH]c2cc(C(=O)OC)ccc2c1=O | -47.2 | -2.8 | 0.0 | -2.8
Cc1ccc2cc(CN(Cc3ccccc3)Cc3nnnn3C3CCCC3)c(=O)[nH]c2c1 | 22.6 | 6.5 | 7.5 | 6.5
CCn1cc(C(=O)NC2CCC(C)CC2)c(=O)c2cc(S(=O)(=O)N3CCCCC3)ccc21 (stereo not drawn) | -3.2 | / | / | /
O=C(NCc1ccco1)c1ccc2ccccc2c1 | 24.0 | 21.4 | 17.8 | 21.4
The list continues.
SMILES | Yeast eIF2B | Yeast eIF2B mutant toxicity | Yeast growth tox | Yeast growth tox inhibition %
COc1ccc(NS(=O)(=O)c2ccc3c(c2)Cc2ccccc2-3)cn1 | 12.4 | 10.0 | -6.6 | 10.0
Cc1nn(-c2ccccc2)c(Cl)c1/C=C1\SC(=S)NC1=O | 23.9 | 18.9 | 10.4 | 18.9
COc1ccc2oc(=O)c(C(=O)N3c4ccccc4CC3C)cc2c1 (stereo not drawn) | / | / | 11.4 | 5.3
Cc1ccccc1OC(C)c1nc(-c2ccccc2)no1 (stereo not drawn) | 6.6 | 12.1 | 15.9 | 12.1
Cc1ccc2cc(CN(Cc3nnnn3C3CCCC3)C3CCCCC3)c(=O)[nH]c2c1C | -5.5 | / | 0.6 | 0.0
COC(=O)CC1C(=O)NC2CCCCC2N1C(=O)c1ccccc1 (stereo not drawn) | -18.3 | / | 0.3 | 0.0
C=CCOC(=O)N1CCN(c2cccc(C(F)(F)F)c2)CC1 | 18.1 | 6.2 | 1.4 | 6.2
COc1ccccc1NC(=O)c1nnn(Cc2ccccc2)c1NC(C)=O | -33.7 | -20.0 | -2.1 | -20.0
Cc1ccc(SCCC(=O)N2CCOCC2)cc1 | 6.2 | -8.7 | -3.9 | -8.7

6 records drawn at random from those above, as already listed:
SMILES | Yeast eIF2B | Yeast eIF2B mutant toxicity | Yeast growth tox | Yeast growth tox inhibition %
Cc1ccc(SCCC(=O)N2CCOCC2)cc1 | 6.2 | -8.7 | -3.9 | -8.7
C=CCOC(=O)N1CCN(c2cccc(C(F)(F)F)c2)CC1 | 18.1 | 6.2 | 1.4 | 6.2
COC(=O)CC1C(=O)NC2CCCCC2N1C(=O)c1ccccc1 (stereo not drawn) | -18.3 | / | 0.3 | 0.0
COc1ccc(NS(=O)(=O)c2ccc3c(c2)Cc2ccccc2-3)cn1 | 12.4 | 10.0 | -6.6 | 10.0
COc1ccc2oc(=O)c(C(=O)N3c4ccccc4CC3C)cc2c1 (stereo not drawn) | / | / | 11.4 | 5.3
Cc1ccccc1OC(C)c1nc(-c2ccccc2)no1 (stereo not drawn) | 6.6 | 12.1 | 15.9 | 12.1
